# TrxR1 substrate = rat thioredoxin reductase 1 substrate activity | Potency, µM (series often up to 114 µM), for the others: at the top dose activity change, negative = substrate turnover | hit rate 0.01% among 390,000 | O89049 | purified TrxR1 substrate turnover, NADPH consumption readout; note: potency is the fitted concentration of half-maximal effect; % is set by controls: 0 for no effect and ±100 for the full control effect; nearly all actives have a fitted effect of over 50% in size
#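 Rat TrxR1, dispensed at 90 nM, was prereduced with 400 uM NADPH (final) for 5 min at ~22 deg C, then incubated with compound 15 min before 400 uM selenite. A first-read NADPH fluorescence drop versus no-compound background flagged substrates.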
# GRP78 ERSR act = ER stress response induction in glioma | U87-MG GRP78 promoter luciferase reporter, 16 h | Potency, µM, for the others: top-dose activation, actives largely listed as activators | hit rate 0.02% among 420,000; note: potency is the fitted concentration of half-maximal effect; series mostly up to about 76 µM; % of control where 0% means no effect; nearly all actives have a fitted effect of over 35% in size
#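 Stably transfected U87-MG human glioma cells carrying a GRP78-based luminescent sensor were seeded at 1000 cells/well, pin-dosed with compounds and incubated 16 h. Luciferase reagent was then added, and end-point luminescence was read after 10 min at room temperature.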
# USP1 inh = USP1/UAF1 (human) deubiquitinase inhibition; recombinant USP1/UAF1, Ub-Rhodamine cleavage fluorescence; hit rate 0.23% among 390,000; AID 743255; O94782; Potency, µM (series often up to 57.1 µM), for the others: at the highest dose activity change, negative = inhibition, usual class: inhibitors; note: potency is the fitted concentration of half-maximal effect; % is set by controls: 0 for no effect and ±100 for the full control effect; nearly all actives have a fitted effect of over 60% in size; inactives centre near -12
#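 High-throughput fluorogenic screen: 1nM USP1/UAF1 complex, Ub-Rho substrate 150nM final, 50mM HEPES pH 7.8 with 0.5mM EDTA, 0.1 mg/ml BSA, 1mM TCEP and 0.01% Tween-20.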
# mIDH1 inhibitor = human IDH1 R132H inhibition | O75874 | IDH1-R132H enzyme, NADPH consumption, diaphorase/resazurin fluorescence | Potency, µM (titrated, usually from 76.6 µM), for the others: at the highest dose activity change, negative = inhibition, most hits filed as inhibitors | hit rate 0.093% among 390,000 | AID 602179; note: potency is the fitted concentration of half-maximal effect; % is set by controls: 0 for no effect and ±100 for the full control effect; nearly all actives have a fitted effect of over 65% in size
#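 IDH1-R132H (0.5 ug/mL dispensed) in pH 7.5 Tris buffer was preincubated 30 min with compound, then given a substrate mix of 0.016 mM NADPH and 2 mM alpha-KG for 80 min at room temperature; remaining NADPH was read by diaphorase/resazurin fluorescence.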
# PI4K2A block = blocks human PI4K2A kinase activity; purified PI4K2A, ADP-Glo luminescence, 1 h; hits give low values; Q9BTU6; activity change, negative = inhibition, % at 76.9 µM; hit rate 0.13% among 420,000; in the data active = activity change below about -50%; inconclusive = mostly about -30% to -49%;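 note: -100% = wells without enzyme as full effect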
# Target sequence (Q9BTU6 whole entry, looked up): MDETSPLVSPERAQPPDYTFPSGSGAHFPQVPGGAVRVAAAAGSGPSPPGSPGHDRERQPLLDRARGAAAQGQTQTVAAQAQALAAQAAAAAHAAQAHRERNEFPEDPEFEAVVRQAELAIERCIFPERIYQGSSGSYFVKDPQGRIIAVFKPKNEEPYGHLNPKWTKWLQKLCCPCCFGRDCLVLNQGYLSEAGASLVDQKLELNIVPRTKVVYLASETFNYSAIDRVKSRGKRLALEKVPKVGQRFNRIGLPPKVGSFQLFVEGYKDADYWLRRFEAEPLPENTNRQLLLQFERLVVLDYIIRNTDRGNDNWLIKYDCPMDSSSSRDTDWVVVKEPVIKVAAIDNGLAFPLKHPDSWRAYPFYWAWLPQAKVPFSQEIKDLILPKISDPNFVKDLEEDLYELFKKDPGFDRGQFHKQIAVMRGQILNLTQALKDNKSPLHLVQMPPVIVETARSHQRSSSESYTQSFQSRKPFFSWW
#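 In this quantitative HTS, ADP production by PI4K2A was quantified luminescently after 1 h at ambient temperature; 100 microM adenosine served as plate-quality control.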
# RXFP1 agonist = RXFP1 (human) receptor agonism; Q9HBX9; HEK293T-RXFP1 cAMP TR-FRET, 30 min; response scale: percent of porcine relaxin response, buffer zero; Potency, µM (titrated, usually from 57.5 µM), for inactives: at the top dose activation, most hits filed as activators; hit rate 0.3% among 370,000; note: potency is the fitted concentration of half-maximal effect; % is set by controls: 0 for no effect and ±100 for the full control effect; nearly all actives have a fitted effect of over 60% in size; many of its hits are not listed in these tables
#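 HEK293T cells stably expressing RXFP1 were pretreated with the PDE4 inhibitor Ro 20174, exposed to compounds for 30 min at 37C, lysed, and cAMP was read by TR-FRET. Data normalized to buffer (basal) and 29 nM porcine relaxin (100%).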
# Vif-A3G inh = Vif-A3G binding inhibition; Potency, µM (series often up to 46.1 µM), inactives show at the highest dose activity, negative = active, usual class: inhibitors; Q9HC16; hit rate 0.076% among 410,000; HeLa A3G-eYFP + Vif (tagged APOBEC3G with the HIV-1 protein that degrades it), YFP fluorescence, overnight;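 note: potency is the fitted concentration of half-maximal effect; % is set by controls: 0 for no effect and ±100 for the full control effect; nearly all actives have a fitted effect of over 60% in size; hits raise eYFP signal because A3G escapes Vif-driven loss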
# Target sequence (Q9HC16 whole entry, looked up): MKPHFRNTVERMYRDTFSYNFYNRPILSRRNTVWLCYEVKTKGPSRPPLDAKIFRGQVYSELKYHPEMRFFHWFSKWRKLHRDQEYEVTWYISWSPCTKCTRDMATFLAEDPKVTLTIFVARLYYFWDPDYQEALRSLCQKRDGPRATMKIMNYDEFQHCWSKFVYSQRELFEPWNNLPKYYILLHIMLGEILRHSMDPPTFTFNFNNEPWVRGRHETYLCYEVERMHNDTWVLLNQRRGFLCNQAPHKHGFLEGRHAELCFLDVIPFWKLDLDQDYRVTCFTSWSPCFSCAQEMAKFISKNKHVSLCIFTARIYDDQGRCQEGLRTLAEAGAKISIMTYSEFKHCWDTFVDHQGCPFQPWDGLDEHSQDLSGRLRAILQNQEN
#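 Read-out is eYFP fluorescence (Ex 488/Em 500-530) from Vif-expressing HeLa A3G-eYFP cells; more signal means A3G escaped Vif-mediated degradation. Cells plated overnight, compound pinned in, incubated overnight at 37 deg C.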
# Vif-APOBEC3F blk = Vif-A3F binding inhibition; HeLa A3F-eYFP + Vif (tagged APOBEC3F with the HIV-1 protein that degrades it), YFP fluorescence increase; Potency, µM (top dose mostly 46.1 µM), for the others: top-dose activity, negative = active; hit rate 0.2% among 390,000; AID 602313; note: potency is the fitted concentration of half-maximal effect; % of control where 0% means no effect; nearly all actives have a fitted effect of over 65% in size
#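 HeLa cells stably expressing A3F-eYFP plus Vif, plated and incubated overnight at 37 deg C, then exposed to compounds overnight at 37 deg C. Blocked degradation read as raised yellow fluorescence (Ex 488/Em 500-530).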
# LDHA block = blocks human lactate dehydrogenase A | P00338 | purified LDHA, NADH/diaphorase-resazurin fluorescence; hits give low values | activity change, % (values are at about 110 or 230 µM) | hit rate 0.15% among 480,000 | AID 1347041; in the data active = activity change below about -30%; inconclusive = mostly about -25% to -30%;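 note: plate controls were DMSO wells for no effect and wells without enzyme for full effect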
#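 Human LDH5 at 2 nM final in Tris HCl pH 7.4 with 0.06 mM NADH and 0.2 mM pyruvate, reacted 5 minutes at room temperature. Remaining NADH coupled via diaphorase/resazurin; resorufin fluorescence read at 0 and 20 minutes, normalized to enzyme-free and DMSO wells.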
# The depositor's hits bear a star; ? = inconclusive; . = no result given; [ ] = another dose, or the depositor's remark. Unless noted, calls come from the whole dose curve; as a rule, active = well fitted curve in the direction sought with a large enough effect; inconclusive = small, poorly fitted or top-dose-only effect, or another doubt; inactive = no such curve, though single readings can be large; an effect the other way counts as inactive or inconclusive.
SMILES,TrxR1 substrate,GRP78 ERSR act,USP1 inh,mIDH1 inhibitor,PI4K2A block,RXFP1 agonist,Vif-A3G inh,Vif-APOBEC3F blk,LDHA block
OC[C@@H]1CN(Cc2ccc3c(c2)OCO3)C[C@H](n2cnc3c(NCc4ccc(F)cc4)ncnc32)O1,.,-2%,.,.,1,.,-1%,.,1
COc1cc2c(cc1OC)/C(=C/C#N)NC(C)(C)C2,3%[57.1 µM],-3%,-17%,10%,4,5.9%,0%,0%,-5
CCN(CC(=O)NCc1cccs1)C(=O)c1cc(S(=O)(=O)N2CCCCC2)ccc1Cl,-2%,-6%,-5%,3%,-5,0.1%,2%,2%,-4
COc1cccc2cc(CC(=O)c3ccc(C)cc3C)c(=O)oc12,-3%,2%,-22%,-1%,3,-1.6%,0%,-2%,-1
Cc1occc1C(=O)N1CCCc2ccccc21,-4%,-2%,-15%,6%,9,1.4%,2%,1%,-4
CCOC(=O)c1c(CC(C)C)csc1/N=C/C1C(=O)CCCC1=O,5%[57.1 µM],-17%,-38%,2%,0,0.9%,?,22µM*,9
COc1ccc(NC(=O)CCC(=O)N/N=C/c2ccncc2)cc1,8%,-1%,-20%,15%,8,-0.2%,-1%,-1%,-3
C/C(=C\C(=O)Nc1cc(C)on1)c1ccccc1,-5%,13%,-8%,12%,-4,-0.4%,3%,-11%,7
Cc1cc(C)n(C(C)CC(=O)Nc2cccc(C#N)c2)n1 (stereo not drawn),-4%[57.1 µM],-4%,6%,-3%,0,-1.2%,0%,-2%,-11
O=C(Cc1ccccc1)NCC(=O)Nc1cccc(Br)c1,6%,-4%,-26%,-4%,3,-1.2%,0%,-5%,-8
Cn1c(SCC(=O)NCCC2=CCCCC2)nnc1C(F)(F)F,.,-1%,5%,0%,-2,.,0%,-1%,-8
CCc1nc(SCC(=O)O)c(C#N)cc1C,11%[57.1 µM],1%,-5%,3%,2,12%,0%,0%,-7
Cc1ccc(OCC(=O)Nc2cccc(-c3nc4ccccc4o3)c2C)cc1C,-4%,-6%,-22%,3%,-5,4.9%,1%,-10%,2
CCOC(=O)CCc1c(C)c2ccc(OCC(=O)N(CC)CC)c(C)c2oc1=O,104%[activator],-5%,-8%,7%,-16,0.4%,0%,-6%,-4
Cc1ccc(S(=O)(=O)c2ccc(Cl)cc2)cc1S(=O)(=O)N1CCN(C)CC1,9%[57.1 µM],-2%,-6%,2%,-2,0.5%,2%,-4%,-4
O=C(NC1CC(=O)N(c2ccc(F)cc2)C1)C1CCCCC1 (stereo not drawn),2%[57.1 µM],0%,?,2%,2,1.5%,-3%,1%,-7
O=C(CCNC(=O)c1ccc(Br)cc1)NCc1ccccn1,-2%,-2%,-18%,1%,2,0.2%,0%,2%,-5
C/C(NC(=O)c1ccccc1F)=C1\C(=O)C[C@@H]2[C@H]1C2(C)C,-11%[57.1 µM],4%,-26%,10%,-6,0.1%,1%,3%,0
CCc1n[nH]c2c1/C(=N\O)CC(c1ccccc1)C2 (stereo not drawn),-2%[57.1 µM],-5%,-19%,0%,0,-0.1%,2%,-3%,-2
O=C(CN1C(=O)NC(c2ccc(F)cc2)C1=O)NC1CCCCC1 (stereo not drawn),-3%,-2%,-20%,8%,-4,.,-1%,-20%,-6
C=CCn1c(SCC(=O)c2ccc(NS(=O)(=O)c3ccccc3)cc2)nnc1-c1cccs1,1%,-4%,-18%,-6%,-6,2.3%,1%,-1%,3
COc1ccccc1C1(O)C(=O)Nc2ccccc21 (stereo not drawn),-3%,1%,-23%,5%,2,5.1%,-4%,0%,-4
Cc1ccc(C(=O)NNC(=O)c2cccnc2SCc2cccc([N+](=O)[O-])c2)cc1,-6%,-1%,-9%,0%,2,-0.3%,1%,-21%,-5
CCc1ccc(-c2nc(CSCC(=O)N3CCN(c4ccccn4)CC3)c(C)o2)cc1,-4%,-10%,-24%,6%,2,-0.9%,-1%,-1%,-4
CN(C)c1ccc(CNS(=O)(=O)c2ccc3[nH]c4c(c3c2)CCCCC4)cc1,6%,0%,-15%,-3%,-1,-1.3%,2%,-2%,3

# Looked up one by one from above:
SMILES,TrxR1 substrate,GRP78 ERSR act,USP1 inh,mIDH1 inhibitor,PI4K2A block,RXFP1 agonist,Vif-A3G inh,Vif-APOBEC3F blk,LDHA block
COc1cc2c(cc1OC)/C(=C/C#N)NC(C)(C)C2,3%[57.1 µM],-3%,-17%,10%,4,5.9%,0%,0%,-5
COc1ccccc1C1(O)C(=O)Nc2ccccc21 (stereo not drawn),-3%,1%,-23%,5%,2,5.1%,-4%,0%,-4

# Remaining list, next part:
SMILES,TrxR1 substrate,GRP78 ERSR act,USP1 inh,mIDH1 inhibitor,PI4K2A block,RXFP1 agonist,Vif-A3G inh,Vif-APOBEC3F blk,LDHA block
CC(NC(C(=O)c1ccccc1)c1ccccc1)c1ccccc1 (stereo not drawn),-6%[2.29 µM],3%,-25%,-5%,3,.,-4%,-6%,0
O=C(CN1C(=O)S/C(=C/c2ccc(N3CCOCC3)cc2)C1=O)N1CCOCC1,-11%,0%,?,-2%,0,-4.0%,-4%,?,-4
Cc1cc(C)c(S(=O)(=O)N2CCCC(C(=O)NC3CC3)C2)c(C)c1 (stereo not drawn),-3%,-3%,-6%,0%,-3,-1.6%,-4%,9%,-9
O=C(NC1(C(F)(F)F)C(=O)Nc2c1c(=O)[nH]c(=O)n2Cc1ccccc1)c1ccco1 (stereo not drawn),-10%,-4%,-15%,3%,3,0.2%,2%,-2%,0
CCN1C(=O)[C@H]2[C@@H](c3ccc(C)cc3)N[C@]3(CCCN(Cc4cccn4C)C3=O)[C@H]2C1=O,.,-4%,-1%,-6%,-3,.,-1%,4%,3
c1ccc(CSc2nnc(-c3cccs3)o2)cc1,7%,4%,-22%,11%,-5,3.8%,-11%,-8%,-7
Cc1ccc(C)c(NC(=O)CCCN2C(=O)COc3ccc(C)cc32)c1,4%,.,?,.,-2,-1.9%,.,.,7
Cc1ccc2c(c1)c1c(c(=O)n(-c3cccc(Cl)c3)c(=O)n1CC(=O)N1CCCC1)n2C,78%[activator],-3%,-6%,-11%,1,3.3%,1%,-13%,-3
Cc1ccc(S(=O)(=O)N2CCN(C(=O)COC(=O)Cc3ccc(F)cc3)CC2)c(C)c1,-9%,-4%,-16%,1%,1,-1.5%,-3%,4%,-1
CCCC(=O)NC(c1ccccc1Cl)c1c(O)ccc2ccccc12 (stereo not drawn),8%,-1%,-11%,2%,-1,2.5%,3%,-3%,-7
COc1cccc(/C=N/Nc2nc3ccccc3n3cnnc23)c1O,-12%,5%,-19%,4%,-4,3.3%,?,-12%,19
CCOC(=O)Cn1c(=O)n(Cc2ccc(C)cc2)c(=O)c2cccnc21,-3%,-2%,3%,2%,2,0.0%,2%,3%,-1
Cc1cc(NC(=O)CSc2ncc(C(=O)Nc3ccccc3)c(=O)n2C)no1,-2%[57.1 µM],1%,-19%,3%,4,-0.9%,-6%,-17%,-8
O=C1c2ccccc2CCC12OC2c1ccncc1 (stereo not drawn),.,-1%,-8%,6%,0,.,-5%,-14%,7
Cc1c(N=Cc2nc3ccccc3[nH]2)c(=O)n(-c2ccccc2)n1C,-23%,-4%,5%,8%,1,-0.1%,-3%,.,-5
COc1ccc(CNC(=S)N/N=C/c2ccc(O)c(OC)c2)cc1,-10%,1%,-17%,4%,1,2.2%,-21%,?,-2
COc1ccccc1-c1nc(CNC(=O)NC2CCCCC2)c(C)o1,5%[57.1 µM],-3%,-32%,23%,7,1.1%,0%,1%,0
O=C(NC1CCCC1)c1noc2c1CCCCC2,-8%,-1%,0%,6%,-16,2.1%,1%,-3%,-1
O=C(O)C1CCCCC1C(=O)NC1CCCCC1 (stereo not drawn),2%[57.1 µM],2%,-8%,-1%,1,0.1%,0%,-3%,-3
COc1ccc(NC(=O)CSc2nnc(-c3nnn(-c4ccc(F)cc4)c3C)o2)cc1,-9%[57.1 µM],-3%,-26%,-6%,-4,1.4%,-1%,-7%,-4
O=C1C(=O)N(CCOCCO)C(c2ccccn2)/C1=C(\O)c1ccccc1 (stereo not drawn),-6%,-1%,-9%,3%,-4,-0.1%,-2%,9%,-4
O=C(CSc1oc(-c2cccs2)nc1S(=O)(=O)c1ccc(F)cc1)NCC1CCCO1 (stereo not drawn),13%[57.1 µM],-5%,-20%,17%,-12,1.0%,-14%,-8%,1
CC12CCC(C(=O)NCc3ccccc3Cl)(OC1=O)C2(C)C (stereo not drawn),3%,-2%,-8%,9%,5,0.3%,1%,2%,0
COc1ccc(C2=C(C=C(C#N)C#N)C(c3ccccc3C)c3ccccc3O2)cc1OC (stereo not drawn),-10%,-1%,-21%,10%,0,1.9%,-18%,-2%,-1
COc1ccc(NC(=O)CC2C(=O)N(c3ccc(F)cc3)C(=O)N2Cc2cccnc2)cc1 (stereo not drawn),0%,-1%,-14%,15%,5,2.9%,0%,-1%,2
COc1ccc2nc(COC(=O)c3cccs3)c(C(C)=O)[n+]([O-])c2c1,2%,-1%,-22%,0%,-3,-0.3%,-5%,6%,-6
CCC(C)NC(=O)C1c2ccccc2C(=O)N1Cc1ccccc1OC (stereo not drawn),-11%,-2%,0%,-2%,-2,0.2%,9%,-6%,-1

# Part of the list above, showing only LDHA block, GRP78 ERSR act and RXFP1 agonist.
compound	LDHA block	GRP78 ERSR act	RXFP1 agonist
CCCC(=O)NC(c1ccccc1Cl)c1c(O)ccc2ccccc12 (stereo not drawn)	-7	-1%	2.5%
COc1cccc(/C=N/Nc2nc3ccccc3n3cnnc23)c1O	19	5%	3.3%

# An excerpt; the hit share may differ from the screen's.
